From PubChem BioAssay
CCT modulator – High-Throughput Screening for Modulators of Cytosolic Chaperonin Activity | purified chaperonin ATPase assay, HTRF ADP detection, 30 min | activity change, % (concentration not given with the values), hits read low | 360,000 tested, 0.3% active | AID 651819, 2012; in the data active = activity change below about -30%; also: % is scaled to controls: 0 for no effect and ±100 for the full control effect
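ATPase activity: ADP formed was measured by HTRF Transcreener (665/615 nm ratio) after 30 min at 37 deg C with 10 uM ATP. Compounds screened at one 76 uM concentration against 40 or 20 nM TRiC in Tris pH 7.4/KCl/MgCl2/DTT buffer.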
HepG2 tox – qHTS for Inhibitors of TGF-b: Cytotox Counterscreen; HepG2 CAGA-GFP viability, ATP luminescence, 18 h; Potency, µM (doses to about 46.1 µM), inactives show at the highest dose activity change, negative = cytotoxicity, usual class: cytotoxic; 410,000 tested, 0.76% active; AID 588856, 2011; also: potency is read from the fitted curve at half-maximal effect; some results filed as inactive show a strong effect at the top dose
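CellTiter-Glo luminescence gave cytotoxicity after 18 hours at 37 degrees C. The cells were HepG2 CAGA-GFP in 1% FBS DMEM, stimulated with 500 pg/mL TGF-beta after compound addition. %Activity was normalised to no-cell wells (complete cell-killing) and DMSO (no toxicity), and curves were fitted and classified.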
A549 viability – Nrf2 qHTS screen for inhibitors: counterscreen for cytotoxicity; A549 ARE-Fluc cells, CellTiter-Fluor viability, 18-24 h; Potency, µM (series often up to 46 µM), for the others: top-dose activity change, negative = cytotoxicity, usual class: inhibitors; 390,000 tested, 0.16% active; also: potency is read from the fitted curve at half-maximal effect; % is scaled to controls: 0 for no effect and ±100 for the full control effect
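A549 ARE-Fluc cells in 5% FBS OPTI-MEM, 5000 cells/well, rested 2 h then exposed to compounds in concentration-response for 18-24 h at 37 °C. Viability by CellTiter-Fluor fluorescence (Ex 405/Em 525) after 30 min; luciferase luminescence (BugLite, 15 min, RT) read afterwards.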
Abeta rescue – qHTS for compounds that reverse cellular toxicity of Amyloid beta (A-beta) peptide in yeast: Primary Screen | 410,000 tested, 0.063% active | yeast expressing A-beta42, growth rescue, OD600, 48 h; response scale: 0% DMSO, 100% iron-clioquinol control | Potency, µM (titrated, usually from 46.1 µM), without a hit: at the top dose growth rescue, most hits filed as activators; also: potency is read from the fitted curve at half-maximal effect; nearly all actives have a fitted effect of over 55% in size
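Yeast growth medium received pinned compounds, then yeast cells expressing toxic A-beta were added; plates incubated at 30 C for 48 hr. Growth read as absorbance at 600 nm, normalized to DMSO and equimolar FeCl3 plus clioquinol controls.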
Akt phos inh – HTS Assay for Inhibitors of Akt Phophorylation: Primary Screen | AID 651550, 2012 | Neuro2A IGF-stimulated pAkt S473 HTRF, 20 min; active compounds read low | activity change, % for hits at 50 µM | 360,000 tested, 0.32% active; in the data active = activity change below about -80%; inconclusive = mostly about -51% to -80%; also: % is scaled to controls: 0 for no effect and ±100 for the full control effect
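Neuro2A cells (4,500/well, DMEM with 0.5% FBS) were treated with compound at a single 50 µM final concentration, stimulated with 6 nM IGF for 20 min at 37 °C, and lysed. Phospho-Akt Ser473 was read by HTRF as 665/615 ratio ×10^4.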
Nrf2 inh – Nrf2 qHTS screen for inhibitors. A549 ARE-Fluc reporter, luciferase luminescence, 18-24 h. Potency, µM (series often up to 46 µM), for the others: at the highest dose activity change, negative = inhibition, hits mostly inhibitors. 360,000 tested, 2.1% active; also: potency is read from the fitted curve at half-maximal effect; % is scaled to controls: 0 for no effect and ±100 for the full control effect; nearly all actives have a fitted effect of over 60% in size
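Cells were seeded and rested 2 h, then exposed to compounds for 18-24 h. CellTiter-Fluor was read first as a viability measure. BugLite was added 15 min before the final luminescent read of ARE-luciferase activity in A549 cells.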
Nrf2 activator – qHTS of Nrf2 Activators | Potency, µM (titrated, usually from 46.1 µM), without a hit: at the highest dose activation, actives largely listed as activators | AREc32 ARE-luciferase reporter (MCF7-derived line), luminescence, 24 h | 410,000 tested, 0.31% active; also: potency is read from the fitted curve at half-maximal effect; % of control where 0% means no effect; nearly all actives have a fitted effect of over 65% in size
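Cells of the AREc32 ARE-luciferase line are plated in OPTI-MEM containing 5% FBS and left overnight at 37 deg C. Compounds are pinned in, incubation continues 24 hr, and firefly luciferase signal is then measured.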
MmCpn inh – Inhibitors of TCP-1 ring complex (TRiC) of Methanococcus maripaludis (MmCpn): qHTS | Chaperonin Mm-Cpn (Methanococcus maripaludis) | purified Mm-Cpn ATPase, ADP Transcreener TR-FRET | Potency, µM (highest dose often 76.9 µM), for inactives: at the top dose activity, negative = inhibition, hits mostly inhibitors | 330,000 tested, 0.031% active; also: potency is read from the fitted curve at half-maximal effect; % is scaled to controls: 0 for no effect and ±100 for the full control effect; nearly all actives have a fitted effect of over 80% in size
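ATP (10 uM final) was added to archaeal chaperonin (25 nM final) after 10 min exposure to test compound at 37°C; after 30 min further incubation, ADP was detected by competitive TR-FRET.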
TGFb inhibitor – qHTS for Inhibitors of TGF-b. HepG2 CAGA-GFP TGF-b/SMAD3 reporter, GFP fluorescence, 18 h; TGF-beta stimulated, 500 pg/mL final. AID 588855, 2011. Potency, µM (doses to about 46.1 µM), without a hit: at the highest dose activity, negative = inhibition, usual class: inhibitors. 410,000 tested, 1.2% active; also: potency is read from the fitted curve at half-maximal effect; % is scaled to controls: 0 for no effect and ±100 for the full control effect; nearly all actives have a fitted effect of over 65% in size
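HEPG2 CAGA-GFP reporter cells (1000/well, DMEM with 1% FBS) received compounds, then recombinant TGF-beta at 500 pg/mL final for 18 hours at 37 degrees C. Per-cell GFP summed per well was normalised to unstimulated and stimulated DMSO controls before curve fitting.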
The depositor's hits bear a star; i = inactive; ? = inconclusive; . = not tested or not shown; [ ] = remark or other dose. Unless noted, calls follow the shape of the dose curve; as a rule, active = well fitted curve in the direction sought with a large enough effect; inconclusive = small, poorly fitted or top-dose-only effect, or another doubt; inactive = no such curve, though single readings can be large; an effect the other way counts as inactive or inconclusive.

SMILES	CCT modulator	HepG2 tox	A549 viability	Abeta rescue	Akt phos inh	Nrf2 inh	Nrf2 activator	MmCpn inh	TGFb inhibitor
Cc1cc(C)cc(NC(=S)NCc2ccc3c(c2)OCO3)c1	0.2	-30%	12%	-36%[inhibitor]	i	?	-0.3%	.	-27%
O=C(NC1CCCC1)C(c1ccncc1)N(C(=O)c1ccco1)c1ccc(F)c(Cl)c1 (stereo unspecified)	-36*	-23%	4%	-10%	i	4%	7.8%	2%	-1%
CN(CC(=O)Nc1ccc(OC(F)(F)F)cc1)C(=O)Cn1c(=O)cnc2ccccc21	-2.4	-18%	0%	-13%	i	-18%	0.8%	0%	1%
Cc1ccc(C(=O)NC(=C(Cl)Cl)S(=O)(=O)c2ccccc2)cc1	0.9	-15%	?	-20%	i	5%	?	0%	?
CCCCCc1nc2c(=O)[nH]c3ccccc3c2o1	-1.4	24%	-7%	-13%	i	12%	0.4%	-1%	-8%
COC(=O)CC1C(=O)NCCN1C(=O)CSc1nc2cc(Cl)ccc2o1 (stereo unspecified)	-1.9	-7%	3%	-16%	i	-19%	0.4%	0%	-2%
CC(=NCCc1c(C)[nH]c2ccc(OCc3ccccc3)cc12)C1=C(O)CC(c2ccccc2)CC1=O (stereo unspecified)	1.9	4%	-8%	0%	i	-25%	0.1%	1%	12%
CCOc1cccc(-c2nnc3sc(COc4ccc(C)cc4)nn23)c1	-2.3	-1%	-1%	10%	i	.	-0.5%	-6%	-24%
CC(=O)Oc1ccc2oc(/C=C/N(C)C)c([N+](=O)[O-])c2c1	-1.6	-16%	?	-8%	.	18%	0.8%	-5%	0%
NC(=O)CSC1=Nc2ccccc2C2=NC(c3ccccc3)C(=O)N12 (stereo unspecified)	0.5	3%	1%	-5%	i	17%	3.9%	1%	0%
O=C(NNS(=O)(=O)c1ccc(F)cc1)c1ccc([N+](=O)[O-])cc1Cl	-1.5	-4%	1%	-7%	i	5%	-0.6%	-8%	-3%
CC1(C)Cc2c(cnn2-c2cccc(F)c2)C(NC(=O)CCc2cnccn2)C1 (stereo unspecified)	-0.1	-5%	-3%	-6%	.	7%	0.1%	0%	3%
CCN(CC)CCCNC(=O)c1cn(C)c(=O)c2c1c1ccccc1n2C	0.9	3%	-1%	-2%	i	0%	0.1%	4%	7%
CCOc1ccc(NC(=O)Cc2c(C(=O)O)n(C)c3ccccc23)cc1	-0.4	-14%	-4%	0%	i	2%	0.2%	-3%	-10%
COc1ccc(C(=O)NCCS(=O)(=O)NCc2ccccc2OC)cc1	-14	1%	2%	4%	i	-12%	-0.6%	1%	12%
CCOC(=O)NC(Nc1sc2c(c1C(=O)OC)CCN(C)C2)(C(F)(F)F)C(F)(F)F	-2.4	6%	-19%	14%	.	?	-0.5%	-1%	42%[activator]
O=C(COc1ccccc1[N+](=O)[O-])N1CCN(C(=O)c2ccco2)CC1	-1.9	6%	2%	3%	i	-2%	-1.5%	-1%	0%
O=C(CNC(=O)c1ccc(Br)o1)NNC(=O)c1cccc(Cl)c1	-0.9	-20%	2%	-7%	i	2%	0.0%	4%	?
NC(=O)c1cnccn1	-1.8	5%	4%	-15%	i	9%	-0.5%	2%	35%
CN(C(=O)c1cncc(Br)c1)c1c(N)n(Cc2ccccc2)c(=O)[nH]c1=O	-1.5	-1%	2%	-1%	i	9%	0.3%	?	15%
CCOC(=O)c1ccccc1Nc1nc2ccc(C)cc2n2nnnc12	.	14%	2%	-1%	.	10%	21%	.	1%
O=C(CSc1nncc(=O)[nH]1)Nc1cccc([N+](=O)[O-])c1	-3.9	-16%	-1%	-1%	i	4%	12%	1%	?
O=C(NCC(=O)N1CCN(Cc2c(F)cccc2Cl)CC1)c1cccs1	1.6	3%	.	2%	i	.	0.8%	.	-17%
CCc1nc2ccc(C(=O)N(C)Cc3ccccc3)cn2c1N(CC)CCN(C)C	0.9	2%	.	6%	i	.	-0.8%	.	2%
Cc1cccc(NC(=O)C2CCCC2)c1	-3.1	-13%	5%	4%	i	4%	0.1%	1%	38%
SMILES	CCT modulator	HepG2 tox	A549 viability	Abeta rescue	Akt phos inh	Nrf2 inh	Nrf2 activator	MmCpn inh	TGFb inhibitor
COc1ccc(Cn2nnnc2C(c2cc3ccc(OC)cc3[nH]c2=O)N2CCCCCC2)cc1 (stereo unspecified)	-0.9	3%	-15%[1.84 µM]	-12%	i	6%	0.0%	-4%	-18%
O=C(NN=C1CCCCCC1)c1cccs1	1.2	5%	1%	10%	i	-1%	0.8%	1%	-19%
CN(C)c1ccnc(-n2cccc2/C=N/OCc2cccc(F)c2)c1C#N	2.7	0%	-8%	23%	i	.	-0.1%	0%	-9%
CSc1ccc(/C=N\NC(=O)CNc2ccc(C)cc2)cc1	-3.3	-36%	-11%	4%	i	8%	2.1%	0%	-2%
CC(C)NC(=O)N(C)C[C@H]1Oc2ccc(NS(=O)(=O)c3cn(C)cn3)cc2C(=O)N([C@H](C)CO)C[C@@H]1C	-7.3	4%	-3%	-2%	i	-8%	0.0%	0%	-1%
COC(=O)c1ccc(Oc2c(C(F)(F)F)oc3c(CN4CCN(C)CC4)c(O)ccc3c2=O)cc1	-5.7	-8%	0%	17%	i	19%	0.5%	-2%	-3%
Cc1cc(C)c2c(CN3CCN(c4ccccc4F)CC3)cc(=O)oc2c1	1.1	-11%	.	3%	i	.	0.2%	.	-5%
O=C(CCCC(=O)N(CC(=O)NC1CCCC1)Cc1ccccc1)Nc1ccccn1	-2.5	13%	-1%	-3%	.	0%	-0.7%	1%	6%
COC(=O)c1sccc1NC(=O)CN(C)NS(=O)(=O)c1ccc([N+](=O)[O-])cc1	-1.0	10%	7%	-39%[inhibitor]	i	10%	2.9%	1%	7%
O=C(CNC(=O)c1ccc(Cl)cc1Cl)NCc1ccccn1	-0.6	1%	12%	5%	i	-2%	-0.4%	1%	?
COc1ccccc1-c1sc2cc3c(cc2c1-c1ccc2c(c1)OCO2)OCO3	0.1	-33%	?	0%	i	?	15%	18µM*	-24%
Cc1ccnn1CC(=O)N/N=C/c1cccs1	-0.1	-13%	4%	5%	i	2%	-1.9%	1%	1%
CC(=O)NC(CCS(C)(=O)=O)C(=O)Nc1nccs1 (stereo unspecified)	-20	-3%	0%	4%	i	7%	-0.2%	-1%	16%
CCc1c(C2(O)CCCCC2)[nH]c2c(C(=O)OC)cc(Cl)cc12	-1.1	-55%	8%	-79%[inhibitor]	i	13%	-1.1%	1%	?
CCCCn1nnc(NC(=O)c2cc3ccccc3o2)n1	-8.5	3%	-2%	2%	i	?	2.2%	-2%	9%
CC(=O)N1c2ccc(S(=O)(=O)NCCC(=O)Nc3ccccc3C)cc2CC1C (stereo unspecified)	2.8	5%	9%	0%	i	-20%	0.4%	0%	2%
CC(C)[C@H](NC(N)=O)C(=O)Nc1ccc2c(c1)CCC2	-0.9	-3%	-3%	7%	i	-8%	-0.1%	1%	8%
CCOc1ccc(NC(=O)CSc2oc(-c3ccc(C)cc3)nc2S(=O)(=O)c2ccc(C)cc2)cc1	.	2%	3%	11%	.	-2%[9.27 µM]	1.8%	.	?
COc1ccc(C2NC(=O)NC(O)(C(F)(F)F)C2C(=O)c2ccccc2)cc1OC (stereo unspecified)	1.1	-12%	-1%	5%	i	-17%	0.5%	1%	-1%
CCOC(=O)c1sc(S(C)(=O)=O)c2c1CCc1conc1-2	1.1	-14%	1%	-6%	i	-5%	0.2%	0%	2%
CS(=O)(=O)N1N=C(c2ccc(Cl)cc2)CC1c1cccs1 (stereo unspecified)	-1.7	-11%	-2%	3%	.	5%	-1.1%	0%	-9%
COc1cc(S(=O)(=O)n2ccnc2C(C)C)ccc1Br	.	-3%	-11%	0%	.	3%	-0.7%	.	-5%
CCOC(=O)/C=C1\NC(=O)CS1	-0.4	6%	-2%	-7%	i	3%	0.2%	-3%	0%
O=C1CC(c2ccccc2)CC2=C1C=Nc1ccccc1N2 (stereo unspecified)	1.5	-32%	3%	-19%	i	?	-0.3%	0%	-16%
COc1ccc(/C=C2\SC(=S)N(CC(=O)NC3CCS(=O)(=O)C3)C2=O)cc1 (stereo unspecified)	0.4	-3%	1%	-1%	i	?	1.1%	-1%	1%
N#CCCN(C(=O)COC(=O)c1cc(S(=O)(=O)N2CCOCC2)ccc1Cl)c1ccc(F)cc1	-0.6	7%	-2%	1%	i	0%	0.1%	-2%	-17%
O=C1CNC(=O)/C1=C/c1ccc(Br)cc1	2.3	-186%	1%	-1%	i	10%	-0.9%	1%	-14%
CC1CCCCC1NC(=O)c1cc2c(=O)n3ccccc3nc2n1C (stereo unspecified)	0.4	-15%	1%	-7%	.	?	2.9%	-4%	0%

Part of the list above in order of formula weight, ascending.
SMILES	CCT modulator	HepG2 tox	A549 viability	Abeta rescue	Akt phos inh	Nrf2 inh	Nrf2 activator	MmCpn inh	TGFb inhibitor
Cc1cccc(NC(=O)C2CCCC2)c1	-3.1	-13%	5%	4%	i	4%	0.1%	1%	38%
O=C(COc1ccccc1[N+](=O)[O-])N1CCN(C(=O)c2ccco2)CC1	-1.9	6%	2%	3%	i	-2%	-1.5%	-1%	0%
CC1(C)Cc2c(cnn2-c2cccc(F)c2)C(NC(=O)CCc2cnccn2)C1 (stereo unspecified)	-0.1	-5%	-3%	-6%	.	7%	0.1%	0%	3%

Hits appear at their usual frequency; 4.3% or so of the library scored in one or more.
